Source: PubChem BioAssay (several laboratories)
PLAP inhibitors HTS: PLAP enzyme inhibitors, biochemical, luminescence, HTS (AID 690); purified PLAP, luminescent substrate; higher % means a stronger effect; one-dose inhibition, % at 20 µM; IC50 in µM for titrated hits; 96,000 compounds, 0.08% hits; in the data active = a potency from the dose series; inactive = the rest, 99 in 100 with inhibition below about 30%; note: strong numbers were not always called active
NFkB transloc pot: enhances IL-1B driven NFkB nuclear translocation; HUVEC IL-1B NFkB p65 nuclear translocation imaging; activation, % at 2 µM; 94,000 compounds, 0.3% hits; AID 819;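 active = activation above 40%, about the mean plus 3 SD, also judged a hit on visual image review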;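 note: percent activation is computed from the nuclear over cytoplasmic p65 intensity ratio; values of inactives mirror those of a sister screen read the other way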
Bcl-B TR3 displacers: displacers of TR3 peptide from Bcl-B, primary screen, selectivity assay for Bfl-1 inhibitor project, biochemical, fluorescence polarization. FP displacement of FITC-TR3 peptide from Bcl-B; higher % means a stronger effect. one-dose displacement, % at 20 µM; IC50 in µM for titrated hits. 96,000 compounds, 0.11% hits;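 active = displacement above 50% at 20 µM plus a fluorescence interference ratio under 1.5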;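 note: plate controls were wells without compound for no effect and wells lacking Bcl-B protein for full effect; a part of the inactive calls stands beside numbers as strong as those of hits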
IL1B NFkB inh: blocks IL-1B driven NFkB nuclear translocation in HUVEC cells; 94,000 compounds, 0.43% hits; inhibition, % at 2 µM; HUVEC IL-1B NFkB p65 nuclear translocation imaging; AID 796;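 active = inhibition above about 30% together with a positive call from visual inspection of the well image, limit read from the data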;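 note: nuclear over cytoplasmic p65 intensity ratio measured by imaging; 0% = IL-1B stimulated DMSO wells and 100% = unstimulated DMSO wells; values of inactives mirror those of a sister screen read the other way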
MRP resist rev: reverses drug resistance mediated by MRP. AID 602. H69AR cells + 2 uM doxorubicin, CellTiter-Glo, 72 h. differential viability (reversal), % at 10 µM. 85,000 compounds, 0.04% hits;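 active = viability drop by adding the cancer drug above about 55%, with treated viability meeting a 40% cutoff, limit read from the data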;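 note: viability without doxorubicin minus viability with 2 µM doxorubicin for each compound; larger differential means the compound sensitizes cells more to doxorubicin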
MRP resist rev cytotoxicity: also measured in MRP resist rev; calls as there; viability, %; H69AR cells, CellTiter-Glo, 72 h; measured here: cytotoxicity without doxorubicin
MRP resist rev with doxorubicin: further read-out of MRP resist rev, marked with its call; viability, %; measured here: viability with 2 uM doxorubicin; active compounds read low
IL1B NFkB inh cell count 2 µM: also measured in IL1B NFkB inh; calls as there; cell count; measured here: cells passing quality filter;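 raw number of nuclei counted in each imaged well without normalization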
NFkB transloc pot cell count 2 µM: further read-out of NFkB transloc pot, marked with its call; cell count; measured here: cells passing quality filter
Numbers without * were called inactive; x = no result given. A portion of the library, so the mix of outcomes need not match the whole.

nr	Molecule	PLAP inhibitors HTS	NFkB transloc pot	NFkB transloc pot cell count 2 µM	Bcl-B TR3 displacers	IL1B NFkB inh	IL1B NFkB inh cell count 2 µM	MRP resist rev	MRP resist rev cytotoxicity	MRP resist rev with doxorubicin
1	Cn1cccc1Cc1nnc(SCC(=O)N2CCCc3ccccc32)n1-c1ccc(F)cc1	-50%	x	x	-3%	x	x	10	95	85
2	CC(C)OC(=O)CN1CCN(C2c3ccccc3-c3ccccc32)CC1	-32%	-7	132	1%	7	132	7	82	75
3	COC(=O)c1ccc(Cl)c(NC(=O)NC2CCCCC2)c1	10%	-6	120	-5%	6	120	-9	29	38
4	COCCOC(=O)C1=C(C)OC(N)=C(C#N)C1c1ccc2c(c1)OCO2 (configuration not stated)	10%	-2	127	-6%	2	127	-11	89	100
5	COc1ccc(S(=O)(=O)N2CCN(C(=O)NC3CCCCC3)CC2)cc1OC	-64%	-4	114	-12%	4	114	3	86	83
6	COc1nc(NC(C)(C)C)nc(Oc2ccc(=O)n(C)n2)n1	3%	-4	163	-9%	4	163	24	106	83
7	COc1cc2ccccc2cc1C(=O)N1CCN(C)CC1	1%	-14	77	10%	14	77	-2	86	88
8	COc1cc(OC)cc(-c2nnc(SCc3cccc(C(=O)O)c3)o2)c1	-27%	13	200	2%	-13	200	4	86	81
9	CCC(C)NC(=O)Cn1nc(C(F)(F)F)c2c1CCCC2 (configuration not stated)	x	-3	76	x	3	76	-24	93	117
10	Cc1ccc2c(c1)C(O)(c1c(C)[nH]c3ccccc13)C(=O)N2 (configuration not stated)	-25%	11	136	-10%	-11	136	-1	82	83
11	Cc1ccccc1Cn1nnc(-c2ccc3c(c2)OCO3)n1	x	0	109	x	0	109	16	100	84
12	COc1ccc(C(=O)Nc2nncs2)cc1S(=O)(=O)N1CC(c2ccccc2)CC1=O (configuration not stated)	-13%	-16	181	13%	16	181	-6	61	66
13	Cc1cc(C)c2nc(SCC(=O)N3CCCCC3)c(C#N)cc2c1	10%	-12	132	-15%	12	132	-9	90	99
14	O=C(NCCN1CCOCC1)c1ccc2c(c1)N(Cc1ccccc1F)C(=O)CS2	-22%	11	160	-7%	-11	160	8	93	85
15	Cn1cccc1C1NC(=O)c2c(sc3c2CCC(C(C)(C)C)C3)N1 (configuration not stated)	-54%	-6	153	-5%	6	153	-11	61	72

Compound profiles, as listed above.
Shown for CC(C)OC(=O)CN1CCN(C2c3ccccc3-c3ccccc32)CC1 = PLAP inhibitors HTS = -32%; NFkB transloc pot = -7; NFkB transloc pot cell count 2 µM = 132; Bcl-B TR3 displacers = 1%; IL1B NFkB inh = 7; IL1B NFkB inh cell count 2 µM = 132; MRP resist rev = 7; MRP resist rev cytotoxicity = 82; MRP resist rev with doxorubicin = 75
Shown for COc1ccc(S(=O)(=O)N2CCN(C(=O)NC3CCCCC3)CC2)cc1OC = PLAP inhibitors HTS = -64%; NFkB transloc pot = -4; NFkB transloc pot cell count 2 µM = 114; Bcl-B TR3 displacers = -12%; IL1B NFkB inh = 4; IL1B NFkB inh cell count 2 µM = 114; MRP resist rev = 3; MRP resist rev cytotoxicity = 86; MRP resist rev with doxorubicin = 83

Further structures
nr	Molecule	PLAP inhibitors HTS	NFkB transloc pot	NFkB transloc pot cell count 2 µM	Bcl-B TR3 displacers	IL1B NFkB inh	IL1B NFkB inh cell count 2 µM	MRP resist rev	MRP resist rev cytotoxicity	MRP resist rev with doxorubicin
16	CCc1nc(OCc2ccccc2)c2sc3nc4c(cc3c2n1)COC(C)(C)C4	13%	-1	133	-1%	1	133	26	105	79
17	COc1ccccc1C1(O)CCN(CC(=O)Nc2c(C)nn(C)c2C)CC1	-37%	x	x	-2%	x	x	7	98	91
18	COc1cccc2c1OC1(C)CC2NC(=O)N1Cc1ccccc1 (configuration not stated)	-2%	-12	146	13%	12	146	-2	101	102
19	CN(C)CCNC(=O)Nc1ccc(Cl)c(Cl)c1	10%	-4	127	-5%	4	138	x	x	x
20	Cn1cc(C(=O)NCC2COc3ccccc3O2)c(=O)c2cc(S(=O)(=O)N3CCCCC3)ccc21 (configuration not stated)	-30%	6	128	92%	-6	128	-9	76	85
21	O=C(NCC1c2ccccc2CCN1C(=O)CN1CCOCC1)C1CCCCC1 (configuration not stated)	-17%	-9	119	-9%	9	119	3	95	91
22	CCc1nnc(NC(=O)c2ccc3c(c2)C(=O)N(CC(C)C)C3=O)s1	x	7	153	x	-7	153	10	84	74
23	CCn1c(SCC(=O)Nc2ccccc2)nnc1C1CCCCC1	x	3	103	x	-3	103	32	108	76
24	O=C(Nc1cccc(NC(=O)c2ccccc2[N+](=O)[O-])n1)c1ccccc1[N+](=O)[O-]	7%	-4	112	-9%	4	112	x	x	x
25	O=C(CSc1nnnn1C1CCCCC1)N1CCc2ccccc21	8%	5	146	5%	-5	146	-30	81	111
26	COCCNC(=O)C(=O)Nc1cccc(Br)c1	-14%	26	51	-4%	-26	51	9	100	91
27	COc1c(C(=O)Nc2c(C)n(C)n(-c3ccccc3)c2=O)ccc2ccccc12	-11%	5	131	-10%	-5	131	6	97	90
28	Cc1cc(C)nc(N2C(=O)CC(Cc3ccccc3)C2=O)n1 (configuration not stated)	-20%	-7	107	-5%	7	107	-5	90	94
29	CCCOc1ccc(/C(O)=C2/C(=O)C(=O)N(CCCOC)C2c2ccncc2)cc1 (configuration not stated)	-32%	6	160	-7%	-6	160	-3	90	93
30	O=C(CCN1CCCCC1)Nc1cccc(Cl)c1	-14%	11	174	0%	-11	174	6	98	92

Carrying on.
nr	Molecule	PLAP inhibitors HTS	NFkB transloc pot	NFkB transloc pot cell count 2 µM	Bcl-B TR3 displacers	IL1B NFkB inh	IL1B NFkB inh cell count 2 µM	MRP resist rev	MRP resist rev cytotoxicity	MRP resist rev with doxorubicin
31	Clc1ccc(OCCN2CCOCC2)cc1Cl	-35%	0	115	0%	0	115	1	84	83
32	Cc1cc(C)nc(Nc2n[nH]c(COc3cccc4ccccc34)n2)n1	5%	-1	157	-6%	1	157	-8	38	47
33	CSc1nc2ccc3nc(NC(=O)c4ccccc4)sc3c2s1	-54%	-9	179	-40%	8	179	-10	32	42
34	CC(Sc1ccc(Cl)cc1)C(=O)NCc1ccc2c(c1)OCO2 (configuration not stated)	3%	26	81	1%	-26	81	0	100	100
35	O=C(O)CCC(=O)Nc1ccc(S(=O)(=O)N2CCCC2)cc1	-9%	x	x	-12%	x	x	-6	87	93
36	O=C(CSc1ncn(-c2ccccc2)n1)Nc1ccc2c(c1)OCCO2	42%	x	x	-3%	x	x	-1	105	106
37	COC(=O)c1ccc(NC(=O)CSCc2ccccc2C)cc1	13%	7	188	-4%	-7	188	8	85	77
38	COC(=O)c1ccc(OCC(O)CN(CC(C)C)CC(C)C)cc1 (configuration not stated)	-66%	7	111	0%	-8	111	11	112	101
39	CCn1nnc(NC(=O)c2cccnc2)n1	11%	6	167	7%	-6	167	-5	90	95
40	Cc1ccc(-c2n[nH]c(=S)n2/N=C/C=C/c2ccccc2[N+](=O)[O-])cc1	-89%	-5	97	x	5	97	-2	75	78
41	C=CCNC(=O)CCCCC(=O)NCC=C	24%	20	192	-1%	-20	192	-23	32	56
42	COc1ccc(NC(=O)CN2CCN(CC(=O)Nc3ccccc3F)CC2)c(OC)c1	-32%	-8	110	-2%	8	110	-10	83	93
43	Cc1cc(/C=N/NC(=O)CC2(C)OCCO2)c(C)n1-c1ccc(Cl)c(Cl)c1	x	2	87	x	-2	87	16	75	60
44	CC(/C=C/c1ccco1)=N/NC(=O)c1ccccc1Cl	-25%	-3	146	-9%	3	146	x	x	x
45	O=C(C1CCCN1C(=O)c1cccs1)N1CCN(Cc2ccc3c(c2)OCO3)CC1 (configuration not stated)	x	-5	112	17%	5	112	7	89	82

An excerpt from further up, for reference:
nr	Molecule	PLAP inhibitors HTS	NFkB transloc pot	NFkB transloc pot cell count 2 µM	Bcl-B TR3 displacers	IL1B NFkB inh	IL1B NFkB inh cell count 2 µM	MRP resist rev	MRP resist rev cytotoxicity	MRP resist rev with doxorubicin
31	Clc1ccc(OCCN2CCOCC2)cc1Cl	-35%	0	115	0%	0	115	1	84	83
32	Cc1cc(C)nc(Nc2n[nH]c(COc3cccc4ccccc34)n2)n1	5%	-1	157	-6%	1	157	-8	38	47

Following part
nr	Molecule	PLAP inhibitors HTS	NFkB transloc pot	NFkB transloc pot cell count 2 µM	Bcl-B TR3 displacers	IL1B NFkB inh	IL1B NFkB inh cell count 2 µM	MRP resist rev	MRP resist rev cytotoxicity	MRP resist rev with doxorubicin
46	O=C(COC(=O)c1ccc(Br)o1)NCc1ccco1	x	-3	96	x	2	96	-15	72	87
47	O=C(NCc1ccco1)C(c1ccc(F)cc1)N(CC1CCCO1)C(=O)Cn1nnc2ccccc21 (configuration not stated)	-41%	4	171	-2%	-4	171	12	103	92
48	CCOC(=O)C1CCN(C(=O)CC2C(=O)N(Cc3ccccc3)C(C)c3nc4ccccc4n32)CC1 (configuration not stated)	6%	x	x	-6%	x	x	1	88	87
49	CCOC(=O)c1cnn(-c2ccc(Cl)cc2)c1C1CCN(C(=O)OC(C)(C)C)CC1	-125%	x	x	0%	x	x	2	78	76
50	Nc1c(-c2ccc(Cl)cc2)cnn1-c1cccc([N+](=O)[O-])c1	3%	0	125	-7%	0	125	x	x	x
51	CC1=C(C(=O)Nc2ccccc2C)C(c2ccc(C)o2)n2c(s/c(=C/c3ccccc3)c2=O)=N1 (configuration not stated)	-44%	12	191	-29%	-12	191	-5	42	47
52	CC(C)[C@H](NC(=O)[C@@H]1CSCN1C(=O)OC(C)(C)C)C(=O)NCC1CCC(C(=O)O)CC1 (some centres not stated)	-3%	1	130	-7%	-1	130	-14	97	111
53	Nc1cc(N)nc(SCCN2CCCCC2)n1	19%	2	105	9%	-2	105	4	89	84
54	CCC1(C)Cc2c(sc3nc4n(c(=O)c23)CCS4)CO1 (configuration not stated)	-40%	-6	82	-1%	6	82	38	90	52
55	Cc1c(N=Cc2cc3c(cc2Cl)OCO3)c(=O)n(-c2ccccc2)n1C	22%	x	x	-12%	x	x	-12	83	95
56	O=C1C2C3C=CC(C4CC34)C2C(=O)N1/N=C/c1ccc(-c2ccc(F)cc2[N+](=O)[O-])o1 (configuration not stated)	12%	-2	79	9%	2	79	-16	71	87
57	CC(Sc1nc2ccccc2[nH]1)C(=O)O (configuration not stated)	10%	23	174	-6%	-23	174	-11	78	88
58	CCSC1=C(C#N)C(c2ccc3c(c2)OCO3)C2=C(CCCC2=O)N1 (configuration not stated)	18%	66*	164*	-6%	-66	164	8	90	81
59	O=C(CSc1ncnc2nc[nH]c12)Nc1ccccc1C(F)(F)F	0%	-9	164	-1%	9	164	x	x	x
60	CC(C)C1S/C(=N/N=C/c2cccs2)NC1=O (configuration not stated)	-17%	9	158	0%	-9	158	x	x	x

Along the list, quoted from above:
Entries 51 to 57 in IL1B NFkB inh cell count 2 µM, in turn: 191, 130, 105, 82, x, 79, 174

The list continues:
nr	Molecule	PLAP inhibitors HTS	NFkB transloc pot	NFkB transloc pot cell count 2 µM	Bcl-B TR3 displacers	IL1B NFkB inh	IL1B NFkB inh cell count 2 µM	MRP resist rev	MRP resist rev cytotoxicity	MRP resist rev with doxorubicin
61	Cc1nnc(SCc2nc3ccccc3nc2C)s1	16%	8	161	6%	-8	161	13	97	84
62	CCOC(=O)CSc1nnc(-c2ccccc2NC(=O)c2ccccc2)o1	-1%	-1	118	-4%	1	118	6	88	82
63	O=C(COc1c(F)c(F)c(C(F)(F)F)c(F)c1F)Nc1ccc(N2CCOCC2)c(Cl)c1	-10%	11	147	3%	-11	147	-1	81	82
64	O=C(CSc1nnc(C2CC2)n1Cc1ccccc1)c1cc2ccccc2o1	-36%	-3	118	-71%	4	118	3	70	67

Single values from the list:
IL1B NFkB inh cell count 2 µM with O=C(COc1c(F)c(F)c(C(F)(F)F)c(F)c1F)Nc1ccc(N2CCOCC2)c(Cl)c1 → 147
NFkB transloc pot with O=C(CSc1nnc(C2CC2)n1Cc1ccccc1)c1cc2ccccc2o1 → -3
